Source: PubChem BioAssay (several laboratories)
PG9 Ab binder: binders of HIV-1 gp120 antibody PG9, primary screen, biochemical, TR-FRET | HIV-1 gp120 / PG9 antibody interaction | TR-FRET gp120-PG9 antibody binding | inhibition, % at 6.7 µM | 360,000 compounds, 0.43% hits | AID 624416, 2012; in the data active means inhibition above about 8.5%
NR1D1 modulator: modulators of Rev-erb alpha DNA binding, primary screen, biochemical, FITC-DNA, fluorescence polarization, uHTS; AID 1259318, 2017; activity, % at 10 µM; Nuclear receptor subfamily 1 group D member 1 (Homo sapiens), P20393; 370,000 compounds, 0.79% hits; Rev-erbα–FITC-DNA binding, 90 min;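 active means activity above about 14%, limit read from the data; passing the limit was not always enough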;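 further: 0% = DMSO wells with 35 nM protein and 100% = DMSO wells with 750 nM protein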
HGIII-sPLA2 inh: human group III sPLA2 inhibitors, primary screen, biochemical, QFRET, BODIPY PC-A2 liposome substrate. Group 3 secretory phospholipase A2 (Homo sapiens), Q9NZ20. inhibition, % at 12.2 µM. AID 743126, 2013. 370,000 compounds, 0.56% hits. QFRET BODIPY PC-A2 liposome hydrolysis, fluorescence;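 active means inhibition above mean plus 3 SD of compounds lying within the high and low control bounds, cut at about 19% in these data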;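 further: 0% = median of test compound wells and 100% = no enzyme DMSO wells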
PLCb3 inh: human PLC-beta3 inhibitors, primary screen, biochemical, fluorescence | Purified PLC-beta3, fluorogenic substrate | 370,000 compounds, 0.18% hits | AID 720704, 2013 | 1-phosphatidylinositol 4,5-bisphosphate phosphodiesterase beta-3 (Homo sapiens), Q01970 | inhibition, % at 12.2 µM; in the data active means inhibition above about 11%;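 further: 0% = median of compound wells on plate and 100% = full blocker control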
Target sequence (Q01970 whole entry, looked up): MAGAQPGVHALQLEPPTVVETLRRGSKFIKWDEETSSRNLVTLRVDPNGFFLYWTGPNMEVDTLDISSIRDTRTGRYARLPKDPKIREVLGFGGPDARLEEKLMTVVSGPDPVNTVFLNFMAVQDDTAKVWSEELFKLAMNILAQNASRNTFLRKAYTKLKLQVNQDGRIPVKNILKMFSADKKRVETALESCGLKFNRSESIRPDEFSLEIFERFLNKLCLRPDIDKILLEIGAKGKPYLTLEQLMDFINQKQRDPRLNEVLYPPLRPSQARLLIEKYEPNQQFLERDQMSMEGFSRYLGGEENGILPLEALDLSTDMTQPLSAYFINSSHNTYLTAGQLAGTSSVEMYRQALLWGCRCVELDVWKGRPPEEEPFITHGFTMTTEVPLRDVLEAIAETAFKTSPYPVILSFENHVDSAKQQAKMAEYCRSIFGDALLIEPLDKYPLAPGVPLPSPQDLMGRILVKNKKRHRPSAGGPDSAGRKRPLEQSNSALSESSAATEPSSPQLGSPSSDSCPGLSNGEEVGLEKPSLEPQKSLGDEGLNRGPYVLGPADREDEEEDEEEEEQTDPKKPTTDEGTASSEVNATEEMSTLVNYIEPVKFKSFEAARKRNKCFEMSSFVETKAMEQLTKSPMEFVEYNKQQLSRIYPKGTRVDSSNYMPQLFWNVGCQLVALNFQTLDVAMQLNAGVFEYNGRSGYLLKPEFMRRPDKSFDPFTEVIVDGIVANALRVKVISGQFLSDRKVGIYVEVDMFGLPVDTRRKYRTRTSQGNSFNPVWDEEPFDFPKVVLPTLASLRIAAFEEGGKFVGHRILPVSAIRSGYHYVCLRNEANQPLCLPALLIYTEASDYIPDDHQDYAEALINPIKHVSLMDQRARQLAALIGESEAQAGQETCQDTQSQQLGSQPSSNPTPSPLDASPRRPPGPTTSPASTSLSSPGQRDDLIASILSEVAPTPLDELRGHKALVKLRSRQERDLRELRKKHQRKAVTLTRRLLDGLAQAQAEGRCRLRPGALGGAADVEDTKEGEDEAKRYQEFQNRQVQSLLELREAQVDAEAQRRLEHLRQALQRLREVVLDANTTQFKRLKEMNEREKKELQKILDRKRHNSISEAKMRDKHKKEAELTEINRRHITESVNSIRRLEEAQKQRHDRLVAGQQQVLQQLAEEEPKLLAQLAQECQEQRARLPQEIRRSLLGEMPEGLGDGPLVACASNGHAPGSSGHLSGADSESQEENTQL
hcDAF12 agonist: H. contortus DAF-12 nuclear receptor activators, primary screen, cell-based, luminescence, HEK293, lit1-tk-luc reporter; HEK293 hcDAF-12 lit1-tk-luc reporter; 0% DMSO, 100% Δ7-dafachronic acid; activation, % at 6.8 µM; 370,000 compounds, 1.4% hits;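 active means activation above the mean of all tested compounds plus 3 SD, cut at about 5.5% in these data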;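 further: 100% = response to 3 µM Δ7-dafachronic acid high control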
DAX1 inh-1: DAX1 (NR0B1) inhibitors on StAR promoter, primary screen, cell-based, luminescence, SF-1 (NR5A1), full-length DAX-1; inhibition, % at 6.8 µM; HEK293T StAR-luciferase reporter, SF-1/DAX-1 repression relief; AID 652010, 2013; 370,000 compounds, 1.1% hits;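 active means inhibition above the mean over all tested compounds plus 3 SD, cut at about 3.6% in these data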;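 further: 0% = DAX-1 cells with DMSO and 100% = cells lacking DAX-1 with DMSO; higher inhibition means more luminescence from relief of DAX-1 repression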
hgDAF12 agonist: H. glycines DAF-12 receptor agonists, primary screen, cell-based, luminescence, HEK293, GAL4 fusion, UAS-luciferase | HEK293 GAL4-hgDAF12 UAS-luciferase reporter, agonist luminescence; normalized to butyrate control | activation, % at 6.8 µM | 370,000 compounds, 1.8% hits | AID 687014, 2013;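 active means activation above a cutoff set at the mean of all screened compounds plus 3 SD, cut at about 10% in these data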;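 further: 0% = DMSO wells and 100% = sodium butyrate wells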
DAX1 inh-2: DAX1 (NR0B1) inhibitors, primary screen, cell-based, HEK293, Gal4-DAX1, luciferase luminescence. Nuclear receptor subfamily 0 group B member 1 (Homo sapiens), P51843. HEK293 Gal4-DAX1 luciferase reporter. inhibition, % at 6.75 µM. 340,000 compounds, 0.99% hits. AID 504766, 2011;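 active means inhibition above the mean over all tested compounds plus 3 SD, cut at about 4.2% in these data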;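 further: 0% = DAX1-transfected cells with DMSO and 100% = empty-vector control cells with DMSO; inhibition shows as a rise in luminescence from relieved DAX1 repression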
SMARCA2 act: SMARCA2 (BRM) function activators, primary screen, cell-based, luminescence, high throughput. MG213 cells, MMTV-luciferase reporter, dexamethasone, overnight. activation, % at 9.1 µM. 370,000 compounds, 1% hits. AID 652017, 2013; in the data active means activation above about 7.8%;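 further: 0% = vehicle wells and 100% = reference activator wells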
ssDAF-12 act: S. stercoralis DAF-12 nuclear receptor activators, primary screen, cell-based, luminescence, HEK293, GRIP1 co-expression, lit1-tk-luc; activation, % at 6.8 µM; HEK293 ssDAF-12/GRIP1 lit1-tk-luc reporter; % of 3 µM dafachronic acid response; AID 652126, 2013; 370,000 compounds, 1% hits;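 active means activation above the mean over all tested compounds plus 3 SD, cut at about 0.9% in these data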;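 further: 0% = DMSO-only wells and 100% = 3 µM delta7-dafachronic acid wells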
GAA850 FXN act: FXN promoter activators, primary screen, cell-based, luciferase luminescence, HEK293 lucGAA850; activation, % at 6 µM; AID 540364, 2011; HEK293 lucGAA850 FXN promoter luciferase reporter, 24 h; percent of 10 µM SAHA response; 360,000 compounds, 0.56% hits;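 active means activation above the average of all compounds screened plus 3 SD, cutoff fixed separately per campaign, cut at about 7.5% in these data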;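 further: 0% = DMSO wells and 100% = 10 µM SAHA wells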
* hit, by the source's call; i = inactive; / = not tested or not shown. Outcome played no part in choosing rows; about 7% have a hit in one of these screens.

SMILES	PG9 Ab binder	NR1D1 modulator	HGIII-sPLA2 inh	PLCb3 inh	hcDAF12 agonist	DAX1 inh-1	hgDAF12 agonist	DAX1 inh-2	SMARCA2 act	ssDAF-12 act	GAA850 FXN act
COC(=O)c1ccc(C2C(C(=O)c3ccc(C)o3)=C(O)C(=O)N2c2cc(C)on2)cc1 (configuration not stated)	1.0	-1	-6	-23	1.3	-0.1	2.0	0.2	1	-1.4	-1.2
CC(C)C(=O)N1CCN(c2ccc(NC(=O)c3ccc([N+](=O)[O-])o3)cc2)CC1	-3.8	6	-2	-6	-2.0	-2.9	0.1	-1.8	-2	-2.4	3.0
COc1ccc(CCN2C(=O)c3cccc4cccc(c34)C2=O)cc1OC	-2.4	5	3	2	0.9	0.1	2.1	-0.1	2	-0.3	-0.9
COc1c2occc2c(OC)c2c(=O)cc(C(F)(F)F)oc12	1.8	7	4	-4	-1.3	-0.5	-0.1	0.1	1	-0.9	-0.6
CN1CCCCC(NC(=O)c2cccc([N+](=O)[O-])c2)C1=O (configuration not stated)	1.2	4	0	1	1.7	-0.6	2.2	/	3	-0.9	/
Cc1ccccc1NC(=O)NC1(C(=O)NCCCN2CCOCC2)CCCCC1	1.1	-1	1	0	-1.9	-0.2	-2.3	-0.9	2	-1.1	-0.5
CCN(CCn1cccn1)C(=O)CC1C(=O)NCCN1Cc1cccc(OC)c1OC (configuration not stated)	-4.2	-7	1	-2	-0.9	0.6	0.0	0.5	-1	-0.4	1.4
CCOC(=O)/C(C#N)=C/c1cn(CCOc2ccccc2)c2ccccc12	-0.9	-3	0	0	-1.4	-0.2	1.3	-0.1	0	6.7*	0.4
COc1cc(NC(=O)c2ccc(Br)o2)ccc1NC(=O)C(C)C	0.3	-2	-1	4	-0.1	0.0	0.3	1.3	1	-0.6	1.6
OC[C@@H]1CN(Cc2ccc(-c3ccccc3)cc2)C[C@H](n2cnc3c(NCc4ccc(F)cc4)ncnc32)O1	-0.9	-1	-30	3	-3.0	-4.8	-6.2	/	-10	-2.7	-6.4
O=C(C1CCCN(S(=O)(=O)c2ccccc2)C1)N1CCN(c2ccccc2)CC1 (configuration not stated)	-1.9	-2	-5	0	-2.9	-4.2	-1.9	-0.5	-2	-1.5	0.5
CC(C)(C)c1ccc(OCC(=O)N(Cc2cccs2)C2CCS(=O)(=O)C2)cc1 (configuration not stated)	-2.2	4	-10	1	1.3	-0.4	2.6	0.5	0	-1.2	-0.2
O=C(NC1CCCCCC1)c1cc(=O)[nH]c2ccc(S(=O)(=O)N3CCOCC3)cc12	-0.8	-3	-6	-2	2.7	1.5	-0.5	0.0	-1	-1.5	-0.3
COc1ccc(-n2c(SCC(=O)Nc3ccc([N+](=O)[O-])cc3OC)nc3ccccc32)cc1	-2.9	1	3	2	1.6	0.1	1.0	0.7	-1	0.2	3.9
COc1ccc(NC(=O)CSc2n[nH]c(-c3ccccc3)n2)cc1S(N)(=O)=O	-0.4	-2	8	-6	-0.6	-1.3	-2.2	0.6	0	-1.5	-0.8
O=C(CSc1nnc(CNC(=O)c2cccs2)o1)NC1CCCCC1	-0.3	1	-1	3	-3.7	-0.4	-1.8	-0.8	-3	-0.6	2.6
CC(C)N(C(=O)CSc1nnc(C2CC2)n1C1CC1)c1ccccc1	-0.5	-1	4	-1	-0.6	1.2	0.5	0.7	1	-0.6	0.2
CN(CC(=O)Nc1cccc(F)c1)C(=O)CCCn1c(=O)oc2ccccc21	-0.8	-4	-1	-5	-0.2	-1.4	-0.2	0.8	-1	-0.8	2.1
COc1ccc(-c2cn3cccnc3n2)cc1NC(=O)C(C)Oc1ccccc1 (configuration not stated)	0.2	-4	5	i	-1.9	-4.4	-3.1	-0.4	-1	-1.3	-0.3
CCn1c(C(C)NC(C)=O)nc2ccccc21 (configuration not stated)	0.2	-4	2	-3	4.5	2.6	12*	-0.1	1	0.1	-1.2
O=c1[nH]c(C2CCN(S(=O)(=O)c3ccccc3)CC2)nc2c1nnn2Cc1c(F)cccc1Cl	0.6	0	-35	-14	-1.2	-0.2	-4.2	-1.1	1	-0.7	0.0
O=C(Nc1ccc(OC(=O)c2ccncc2)cc1)c1ccncc1	0.7	-1	-2	0	-1.9	-0.7	-1.2	-1.3	0	-0.8	-0.9
CCc1nnc(NC(=O)CSc2nnnn2C)s1	-2.4	-5	1	-2	-1.5	-0.2	1.4	-0.2	3	-0.7	0.3
C=CCN1C(=O)c2ccccc2Sc2ccc(C(=O)NC(C)C)cc21	-1.2	-3	-7	-4	-0.8	0.1	-0.7	2.0	2	-0.8	0.7
Cc1ccc(Cl)cc1NC(=O)CSC(N)=O	-0.2	0	3	-2	3.6	0.5	0.2	3.3	-1	0.1	4.5
O=C(COC(=O)c1ccccc1C(=O)c1ccccc1)Nc1cccc([N+](=O)[O-])c1	0.9	-1	-34	4	-1.2	0.0	2.3	-1.6	2	-1.9	1.5
COc1ccc(NS(=O)(=O)c2cccc(C(=O)N3CCN(C/C=C/c4ccccc4)CC3)c2)cc1	1.3	4	-30	5	-3.0	-2.1	-1.2	0.0	-5	-0.9	-3.8
C[C@@H]1CCCCO[C@H](CN(C)Cc2ccc(C(=O)O)cc2)[C@H](C)CN([C@@H](C)CO)C(=O)c2cc(NC(=O)Nc3ccc(C(F)(F)F)cc3)ccc2O1	-1.8	-6	-61	-4	-1.4	1.4	1.5	1.5	-4	-0.9	0.1
O=C(O)CC1SC(=Nc2ccc(O)cc2)NC1=O (configuration not stated)	-0.1	2	4	0	1.0	0.1	0.8	1.2	-3	-0.4	2.0
COc1ccc(Cn2nnnc2CN2CCCCCC2)cc1	-2.4	-2	9	-3	-0.7	-0.1	0.3	-0.1	3	-1.2	1.7
Cn1c(CSc2nc3ccccc3s2)nnc1SCC(=O)NCc1cccnc1	-0.1	-10	0	6	0.2	0.0	-2.4	-0.1	-3	-0.9	-2.1
CCOC(=O)c1c(C)[nH]c2ccc(O)cc12	-0.3	6	-1	0	0.9	-0.3	2.2	0.5	-1	-0.7	1.9
CCOC(=O)c1c(NC(=O)Nc2ccc(F)cc2)sc2c1CCN(C)C2	-0.5	2	-7	-4	-1.5	-0.1	-1.2	-1.2	0	-1.2	0.0
CC(C)(C)OC(=O)N[C@@H](Cc1ccccc1)C(=O)N[C@@H](CO)[C@H](O)[C@@H]1C[C@@H]1C(=O)NC1CC1	0.0	-7	4	3	0.3	-0.1	-0.9	0.1	2	-1.6	-0.4
COCCNc1nnc(SCC(=O)NNC(=O)c2ccco2)s1	0.1	3	8	3	0.1	-0.2	-1.7	-0.1	-1	-0.6	0.9
O=C(NCc1ccco1)C(c1ccc(F)cc1)N(Cc1cccnc1)C(=O)Cn1nnc2ccccc21 (configuration not stated)	1.4	2	-3	4	-2.8	-0.5	1.1	-0.1	-1	-1.3	-1.4
COCCNC(=O)C1(C)CCN(C(=O)c2nc(C)oc2C)C1 (configuration not stated)	-0.7	2	8	4	-1.0	0.1	-0.2	/	-3	-0.7	-0.5
Cc1cc(C)cc(NC(=S)N(Cc2cccc(Br)c2)CC2CCC(C(=O)O)CC2)c1 (configuration not stated)	-1.9	2	3	0	2.7	0.6	-1.1	-1.4	3	-1.5	-0.3
O=C(Nc1ccccc1N1CCCC1)c1ccc(F)c(S(=O)(=O)N2CCOCC2)c1	-1.4	-6	-1	-3	-0.6	0.5	0.3	-0.7	-2	-1.3	0.7
O=C(NCc1ccc(C(=O)NCC2CCCO2)cc1)c1cccc(Br)c1 (configuration not stated)	/	-2	8	-2	-1.4	-0.4	-0.7	/	-4	-0.8	/

Reformatted with values under each structure: part of the list above
Under each structure – PG9 Ab binder, NR1D1 modulator, HGIII-sPLA2 inh, PLCb3 inh, hcDAF12 agonist, DAX1 inh-1, hgDAF12 agonist, DAX1 inh-2, SMARCA2 act, ssDAF-12 act, GAA850 FXN act
> Cc1ccccc1NC(=O)NC1(C(=O)NCCCN2CCOCC2)CCCCC1
→ 1.1, -1, 1, 0, -1.9, -0.2, -2.3, -0.9, 2, -1.1, -0.5
> COc1ccc(-c2cn3cccnc3n2)cc1NC(=O)C(C)Oc1ccccc1 (configuration not stated)
→ 0.2, -4, 5, i, -1.9, -4.4, -3.1, -0.4, -1, -1.3, -0.3

Other structures
SMILES	PG9 Ab binder	NR1D1 modulator	HGIII-sPLA2 inh	PLCb3 inh	hcDAF12 agonist	DAX1 inh-1	hgDAF12 agonist	DAX1 inh-2	SMARCA2 act	ssDAF-12 act	GAA850 FXN act
Cc1cccc(-c2sc(Nc3ccccc3)n[n+]2-c2ccccc2)c1	0.0	-4	-2	3	-1.0	0.1	1.9	0.4	2	-0.5	0.2
CCOC(=O)c1ccc(CNC(=O)C(Cc2c[nH]c3ccccc23)NC(C)=O)o1 (configuration not stated)	1.1	-8	-9	-3	0.3	0.0	-2.6	-0.1	-1	-0.5	1.7
C=CCNC(=O)CC(=O)N/N=C/c1ccc(C(=O)OC)cc1	0.2	-1	-6	-2	0.7	0.5	-3.6	-0.5	0	-0.8	0.0
Cc1c(C(=O)N/N=C/c2ccc(-c3ccccc3[N+](=O)[O-])o2)sc(N)c1C#N	-3.2	7	-16	-34	3.1	-1.4	-0.9	0.0	3	-1.0	0.6
CCCCNC(=O)C1CCCN1C(=O)Nc1ccccc1 (configuration not stated)	-1.6	2	9	6	0.0	0.9	-0.2	-0.5	-1	-0.5	-0.4
CCN(CC)c1ccc(NC(=O)c2ccc(NC(=O)C3CCCO3)cc2)c(C)c1 (configuration not stated)	-7.9	-3	1	1	-3.1	-0.5	-1.6	-1.8	-1	-1.5	-0.8
CC1CN(Cc2ccccc2)C(=S)NC1=O (configuration not stated)	-2.1	8	-6	2	4.3	1.6	-2.3	-0.1	-1	-0.3	0.7
